Assay outcomes from PubChem BioAssay.
ABHD4 inh = ABHD4 inhibitors, primary screen, biochemical, fluorescence polarization, mouse; (Lyso)-N-acylphosphatidylethanolamine lipase (Mus musculus), Q8VD66; purified mABHD4, FP-Rh probe fluorescence polarization; inhibition, % at 8.92 µM; 370,000 tested, 0.54% active; AID 720543, 2013;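 active means inhibition exceeding the mean over every tested compound plus 3 SD, cut at about 30% in these data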;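 further: 0% = plate median of compound wells and 100% = S159A mutant with DMSO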
Target sequence (Q8VD66 whole entry, looked up): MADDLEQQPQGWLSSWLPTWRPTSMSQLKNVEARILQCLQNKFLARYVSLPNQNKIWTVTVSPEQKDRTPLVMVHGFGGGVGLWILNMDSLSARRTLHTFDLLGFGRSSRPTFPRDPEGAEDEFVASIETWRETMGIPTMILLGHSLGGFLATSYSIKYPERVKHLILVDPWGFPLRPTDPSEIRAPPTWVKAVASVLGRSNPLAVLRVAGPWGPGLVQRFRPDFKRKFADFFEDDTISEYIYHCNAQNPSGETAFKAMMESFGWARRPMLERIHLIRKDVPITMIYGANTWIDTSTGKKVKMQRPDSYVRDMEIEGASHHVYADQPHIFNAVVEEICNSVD
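assay system = mABHD4 protein | compound dosing = single nominal dose of 8.92 µM, 0.89% DMSO final | read-out basis = percent inhibition of probe binding, normalized to plate controls | schedule = Enzyme–compound pre-incubation 45 min, then probe 60 min, both 25 °C | detection = fluorescence polarization, excitation 525 nm, emission 598 nm, BODIPY TMR filters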
LEDGF integ inh = blockers of LEDGF/p75-dependent integrase strand transfer – biochemical, TR-FRET, high throughput, primary screen | inhibition, % at 3.7 µM | HIV-1 integrase (with human LEDGF/p75) | 370,000 tested, 0.64% active | TR-FRET IN-LEDGF/p75 DNA integration, Eu/Cy5;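 active means inhibition above the screen-wide mean plus 3 SD, cut at about 13% in these data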;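 further: signal is the Cy5 over europium emission ratio at 671 and 618 nm; 0% = plate median of compound wells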
rCAG binder = binders of r(CAG) RNA repeats, primary screen, biochemical, fluorescence; r(CAG) RNA repeat, TO-PRO-1 dye displacement fluorescence; inhibition, % at 3 µM; 370,000 tested, 1.3% active; AID 651821, 2012;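 active means inhibition above the plate cutoff, the mean of all test compounds on that plate plus 3 SD, cut at about 35% in these data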;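 further: 0% = DMSO alone and 100% = 100 µM mitoxantrone as full dye displacement; higher means more dye released from RNA so lower well fluorescence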
PRMT1 FP inh = PRMT1 methyltransferase inhibitors, primary screen, biochemical, fluorescence polarization; Protein arginine N-methyltransferase 1 (Homo sapiens), Q99873; recombinant PRMT1, activity-based probe fluorescence polarization; inhibition, % at 2.79 µM; 370,000 tested, 1.3% active; AID 652257, 2013;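 active means inhibition above about 21% made by adding two undisclosed values, limit read from the data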
GC-B act = human GC-B receptor activators, primary screen, HEK293 GC-B cells, cGMP TR-FRET, EC30 CNP | activation, % at 10 µM | 370,000 tested, 0.11% active | Atrial natriuretic peptide receptor 2 (Homo sapiens), P20594 | AID 1920062, 2024 | 0% at EC30 CNP, 100% saturating CNP;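 active means activation at 10 µM reaching about 35% in either raw or pattern-adjusted values, limit read from the data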
TDP2 inh = human TDP2 enzyme inhibitors, primary screen, biochemical, epi absorbance, recombinant enzyme | Tyrosyl-DNA phosphodiesterase 2 (Homo sapiens), O95551 | T5PNP hydrolysis, p-nitrophenol absorbance 415 nm | inhibition, % at 12.8 µM | 370,000 tested, 0.34% active;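 active means inhibition above the mean of all tested compounds plus 3 SD, set per campaign, cut at about 25% in these data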;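 further: 0% = DMSO with enzyme and 100% = buffer with substrate but no TDP2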
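test system = human TDP2 enzyme | input = TDP2 enzyme at 120 nM final | medium = 50 mM Tris-HCl pH 7.5 with Mg2+, KCl, DTT, BSA | also added = T5PNP substrate, 5 mM | times = 2 h at 37 °C | technique = epi absorbance | benchmarks = high control without enzyme, low control DMSO plus TDP2 | replication = each compound tested once, singlicate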
MBD2 DNA inh = inhibitors of MBD2 binding to methylated DNA, primary screen, biochemical, TR-FRET, DNA-binding domain, human. 370,000 tested, 0.31% active. MBD2 binding to methylated oligonucleotide. Methyl-CpG-binding domain protein 2 (Homo sapiens), Q9UBB5. inhibition, % at 4.4 µM; in the data active means inhibition above about 13%
HTRA1 inh = HTRA1 serine protease inhibitors, primary screen, biochemical, fluorescence polarization, HTS. Q92743. recombinant HTRA1, FP-rhodamine activity-based probe. inhibition, % at 5.96 µM. 340,000 tested, 0.5% active. AID 504803, 2011; in the data active means inhibition above about 36%;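 further: 0% = enzyme with DMSO and 100% = wells lacking enzyme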
Target sequence (Q92743 whole entry, looked up): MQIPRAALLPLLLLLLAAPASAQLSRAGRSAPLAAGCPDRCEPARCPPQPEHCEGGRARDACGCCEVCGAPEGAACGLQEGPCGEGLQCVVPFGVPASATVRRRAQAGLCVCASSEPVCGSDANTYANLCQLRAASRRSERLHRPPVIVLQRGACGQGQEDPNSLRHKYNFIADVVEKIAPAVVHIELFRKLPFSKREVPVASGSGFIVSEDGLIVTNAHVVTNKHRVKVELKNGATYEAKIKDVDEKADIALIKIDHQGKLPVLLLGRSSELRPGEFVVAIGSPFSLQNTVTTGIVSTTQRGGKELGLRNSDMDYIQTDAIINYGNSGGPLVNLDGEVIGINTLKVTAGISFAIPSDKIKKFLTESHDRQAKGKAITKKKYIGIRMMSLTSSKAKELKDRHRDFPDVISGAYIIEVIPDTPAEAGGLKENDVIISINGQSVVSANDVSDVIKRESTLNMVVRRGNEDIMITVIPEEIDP
SIAE primary = human SIAE inhibitors, primary screen, biochemical, fluorescence polarization, FP-Rh probe, 1536-well HTS. 370,000 tested, 0.69% active. SIAE FP-Rh probe binding. AID 1053197, 2014. inhibition, % at 9.66 µM;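 active means inhibition above a cutoff: mean of compounds within the control limits plus 3 SD of those, cut at about 17% in these data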;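 further: 0% = plate median of compound wells and 100% = probe without SIAE protein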
TCR-CD3 inh = inhibitors of human TCR-CD3 interaction, primary screen, biochemical, fluorescence, TAMRA-labeled TCR probe; T-cell receptor (TCR); inhibition, % at 9.4 µM; 360,000 tested, 0.37% active; in the data active means inhibition above about 19%;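 further: recombinant mutant TCR 2C K166C tagged with TAMRA read by polarization; 0% = receptor in buffer alone and 100% = receptor with positive control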
* = called active by the depositor; . = not tested or not shown.

SMILES | ABHD4 inh | LEDGF integ inh | rCAG binder | PRMT1 FP inh | GC-B act | TDP2 inh | MBD2 DNA inh | HTRA1 inh | SIAE primary | TCR-CD3 inh
COc1cc(CNCc2ccccn2)ccc1OCc1ccc(Cl)cc1Cl | 17 | 5 | -4 | 2 | -8 | -8 | 3 | 32 | 2 | -3
Cc1cc2occ(CC(=O)NNC(=O)c3ccccc3F)c2cc1C | 4 | 3 | 5 | -1 | 0 | 1 | 2 | -17 | -4 | 3
Cc1cccc(C(=O)N[C@H](C(=O)Nc2ccc(S(=O)(=O)NC3=NCCCCC3)cc2)C(C)C)c1 | -11 | 1 | 2 | 8 | 2 | -1 | 5 | -2 | -1 | -4
COc1cccc2c(=O)cn[nH]c12 | -3 | -2 | 2 | 0 | -1 | -9 | 0 | 6 | -1 | -4
CCN(CC)c1ccc(/C=N/NC(=O)c2c(-c3ccccc3)noc2C)cc1 | 12 | -5 | 5 | 8 | 4 | -3 | -5 | -4 | 9 | -3
O=C1N=C(N2CCOCC2)SC1=C1CCCCC1 | 5 | 1 | 8 | -3 | 6 | 7 | 0 | 8 | -8 | -6
CS(=O)(=O)c1ccc(N2CCOCC2)c(S(C)(=O)=O)c1 | -1 | 3 | 1 | -3 | 5 | 1 | 1 | -4 | 4 | -5
CCOC(=O)c1csc(NC(=O)CSc2nnnn2-c2ccc(OC)c(OC)c2)n1 | -1 | 0 | 4 | -1 | 1 | 0 | -5 | 4 | -3 | -1
COc1ccc(C2=NOC3(CC(=O)N(c4ccc5ccccc5c4)C3=O)C2)c(OC)c1 (stereo unspecified) | -6 | 7 | 13 | -3 | 2 | -26 | 1 | -5 | 6 | -4
Cc1cccc(C(=O)N(Cc2ccco2)c2c(N)n(Cc3ccccc3)c(=O)[nH]c2=O)c1 | -4 | -2 | 5 | 4 | -2 | 5 | 3 | 5 | 6 | -2

An excerpt of these results, in markdown.
| mol | ABHD4 inh | LEDGF integ inh | rCAG binder | PRMT1 FP inh | GC-B act | TDP2 inh | MBD2 DNA inh | HTRA1 inh | SIAE primary | TCR-CD3 inh |
| --- | --- | --- | --- | --- | --- | --- | --- | --- | --- | --- |
| O=C1N=C(N2CCOCC2)SC1=C1CCCCC1 | 5 | 1 | 8 | -3 | 6 | 7 | 0 | 8 | -8 | -6 |
| CS(=O)(=O)c1ccc(N2CCOCC2)c(S(C)(=O)=O)c1 | -1 | 3 | 1 | -3 | 5 | 1 | 1 | -4 | 4 | -5 |
| CCOC(=O)c1csc(NC(=O)CSc2nnnn2-c2ccc(OC)c(OC)c2)n1 | -1 | 0 | 4 | -1 | 1 | 0 | -5 | 4 | -3 | -1 |

Later entries
SMILES | ABHD4 inh | LEDGF integ inh | rCAG binder | PRMT1 FP inh | GC-B act | TDP2 inh | MBD2 DNA inh | HTRA1 inh | SIAE primary | TCR-CD3 inh
Cc1ccc(N(CC(O)CN(C)C)S(=O)(=O)c2ccccc2)cc1 (stereo unspecified) | -1 | -2 | -1 | 2 | 1 | -2 | 2 | 2 | -5 | -3
Cc1ccc(OCCn2c(=S)[nH]c3ccccc32)c(C(C)C)c1 | -21 | 4 | 8 | -3 | -6 | 15 | -3 | -26 | 6 | 2
CCCS(=O)(=O)c1nc(S(=O)(=O)c2ccc(C)cc2)c(NCc2ccccn2)s1 | 4 | 7 | -3 | -4 | -2 | -2 | -8 | -12 | 1 | -2
c1ccc(-n2c(-c3ccco3)nnc2N2CCOCC2)cc1 | -2 | 2 | -6 | 1 | 4 | 6 | 4 | -1 | 8 | 3
CCOC(=O)c1c(NC(=O)CN2CCN(S(=O)(=O)c3cc(Cl)ccc3Cl)CC2)sc(C(=O)N(C)C)c1C | 3 | 1 | 7 | 4 | 7 | -9 | 1 | -59 | -8 | 6
CN(C)c1ccc(S(=O)(=O)N2CCCCC2)cc1NC(=O)C1=COCCO1 | 2 | 1 | -3 | -1 | 1 | 3 | -1 | -4 | 0 | 5
CCOC(=O)CSc1nc(=O)n2cccc(C)c2n1 | -1 | 6 | 0 | -1 | 2 | -5 | 0 | . | -2 | 2
CC1(C)C(CC2OCC(CN3CCCCC3)O2)[C@H]2CC[C@@H]1C2 (stereo partly specified) | 5 | -1 | -8 | 1 | -2 | 0 | -5 | 2 | 0 | -9
CN(C1(C)CCS(=O)(=O)C1)S(=O)(=O)c1ccc(F)cc1 (stereo unspecified) | 4 | 2 | 0 | -3 | 7 | 16 | -3 | -2 | 3 | 9
COc1ccc(C(=O)NCCCN2CCOCC2)cc1Br | 6 | -1 | -4 | 2 | 5 | 8 | -1 | -1 | 4 | -8
Cc1cc(C)c2nc(C(F)(F)F)nc(N3CCN(C(=O)c4ccco4)CC3)c2c1 | -1 | -1 | -4 | -4 | -2 | 8 | 1 | -2 | 7 | -3
Clc1ccc(N2CCN(Cc3c[nH]c4ncccc34)CC2)cc1 | 1 | -1 | 2 | -2 | -6 | -5 | -3 | 4 | 5 | 2
O=C(CCN1C(=O)C2CCCCC2C1=O)Nc1cc(F)ccc1F (stereo unspecified) | 4 | 0 | -3 | -4 | 8 | 7 | -2 | 1 | 2 | -3
O=C(N/N=C/c1cccc(F)c1)c1ccc(Cl)cc1 | -6 | -1 | -4 | -2 | 0 | -4 | -3 | -1 | -2 | 3
Cc1ccc(S(=O)(=O)N(CC(=O)N2CCOCC2)C2CCCCC2)cc1 | -1 | 3 | -8 | -4 | -2 | 6 | 0 | 1 | 7 | 3
CC(C)C(NC(=O)c1ccccc1F)C(=O)NCc1ccc(F)cc1 (stereo unspecified) | -11 | 6 | -5 | -2 | 2 | 0 | 1 | 3 | 7 | -1
Cc1ccc(C)c(NC(=O)C(Sc2nnc(-c3cccs3)o2)c2ccccc2)c1 (stereo unspecified) | -10 | 0 | 9 | -2 | -2 | -3 | -2 | -13 | 4 | 10
CC(Cn1cnc2ccccc21)C(=O)O (stereo unspecified) | -1 | -2 | -2 | -3 | 1 | -1 | 1 | 5 | -4 | 5
c1ccc(CN2CCN(Cc3nnc(-c4ccccc4)o3)CC2)cc1 | -4 | 4 | -5 | -6 | -3 | -9 | -6 | 6 | 7 | -2
CCOC(=O)c1sc(N)c(C#N)c1COC(=O)CNC(=O)c1ccccc1 | -1 | 1 | 5 | -4 | -4 | 1 | -2 | -6 | -3 | 4
CCSCc1nnc(SCC(=O)Nc2nc3ccccc3s2)n1C | 10 | 1 | 0 | 0 | -9 | -4 | 2 | 3 | 1 | 4
CN=c1scc(-c2ccc(Br)cc2)n1C | 4 | 0 | -3 | -2 | -3 | -5 | 0 | 0 | -2 | 3
O=C(NCc1ccccc1)[C@H]1CCCN1C(=O)[C@H]1CCCN1C(=O)N1CCCCC1 | 1 | 0 | 2 | -3 | 1 | -8 | 3 | . | 0 | 0
Cc1ccc(S(=O)(=O)N2CCN(C(=O)c3cccn3C)CC2)cc1 | 2 | -5 | 3 | -4 | 1 | 12 | 4 | . | 5 | .
COc1ccc(Nc2c(-c3ccc(OC)cc3)nc3cnccn23)cc1 | 8 | -1 | -3 | 3 | 49* | -7 | 4 | -3 | 7 | -5
FC(F)(F)c1cccc(CNC2c3ccccc3-c3ccccc32)c1 | 5 | 1 | -4 | 4 | 1 | -8 | 0 | -17 | -4 | 1
CCCC(=O)OCCNc1cc(Sc2nccn2C)c2nonc2c1[N+](=O)[O-] | 0 | -6 | 5 | 72* | 7 | 4 | -6 | -1 | 4 | 8
Cc1[nH]c2ccccc2c1/C=C(\C#N)C(=O)NC1CC1 | 5 | -3 | -3 | 0 | -7 | -4 | -2 | -3 | 5 | -5
O=C(O)c1ccc(N=NN2CCCC2)cc1 | 2 | -4 | 2 | 1 | 3 | 4 | -1 | -5 | -1 | -3
O=C(Nc1ccccc1N1CCOCC1)C1Cc2ccccc2CN1C(=O)c1ccco1 (stereo unspecified) | -1 | -4 | -2 | 1 | -21 | -5 | 0 | -10 | 4 | 6
Cc1cccc(NC(=O)c2cc([N+](=O)[O-])ccc2N2CCOCC2)c1C | 9 | -1 | 0 | 3 | 1 | 6 | 1 | 9 | -3 | -5
COc1nc(Nc2ccccc2)nc(OC)n1 | 1 | 0 | -2 | -1 | 9 | 5 | -1 | 2 | -6 | 4
CC(=O)c1cc(C#N)c(SCC(=O)OC(C)(C)C)nc1C | -5 | 2 | -1 | 0 | 3 | -11 | -2 | -10 | -1 | -1
CCCS(=O)(=O)c1c(S(=O)(=O)CCC)c2c(C)cccn2c1C(=O)N/N=C/c1cc(O)cc(O)c1 | 9 | -7 | 21 | -2 | -10 | -1 | -3 | 2 | 0 | -3
Cc1ccc(/C=C/C(=O)O)cc1S(=O)(=O)N1CCC(Cc2ccccc2)CC1 | -1 | -4 | -2 | 1 | 3 | 6 | 0 | 2 | -1 | 2
N#C/C(C(=O)Nc1ccc(Cl)cc1)=C(/S)Nc1ccccc1 | 20 | -1 | 56* | 91* | 34 | -2 | 3 | -37 | 6 | -1
COc1cccc2c1OCC(C(=O)O)C2 (stereo unspecified) | -2 | 2 | 0 | -1 | 3 | 7 | -2 | 11 | 2 | 9
Nc1c(C(=O)Nc2ccccc2F)sc2nc(-c3cccnc3)ccc12 | 3 | 3 | 32 | 14 | -2 | 2 | -10 | -6 | 0 | 2
CCOC(=O)c1c(NC(=O)Cn2ccsc2=N)sc(C)c1C | 2 | 8 | 0 | 0 | -4 | -7 | 2 | -1 | 3 | -5
COc1cccc(Oc2ccc(C(F)(F)F)cc2NC(=O)C2=COCCO2)c1 | -11 | -8 | -2 | 2 | 3 | -1 | 6 | -11 | -5 | -7
COC(=O)c1cn(NC(=O)c2ccc([N+](=O)[O-])cc2Cl)c(=O)c2ccccc12 | 2 | -6 | -1 | 3 | 1 | 3 | 0 | 7 | -2 | -3
Cc1ccc(-n2c(SCC(=O)N3CCN(c4ccccn4)CC3)nnc2N2CCCC2)cc1 | 5 | 1 | 0 | -1 | 1 | -4 | 1 | 3 | 1 | 3
COc1ccccc1NC(=S)NNC(=S)Nc1ccc(OC(F)F)cc1 | 8 | -1 | 5 | -1 | -2 | -1 | -3 | 9 | 16 | 7
O=[N+]([O-])c1cccc(/C=N/Nc2nccnc2Cl)c1 | -1 | 0 | 1 | -2 | -7 | -3 | -4 | 5 | -2 | 5
COc1ccc(-c2cc(C(=O)Nc3ccc(C)c(C)c3)no2)cc1 | -8 | 6 | 3 | -1 | 6 | -11 | -2 | 3 | -7 | -6
C[C@H](CO)N1C[C@H](C)[C@H](CN(C)C(=O)Nc2ccc(-c3cccs3)cc2)OCc2cnnn2CCCC1=O | -5 | 1 | 9 | 0 | -1 | 7 | -3 | 1 | 8 | -2

The list is partial (hit frequency here may not be typical).
